PGC1a acetyl inh – modulators of PGC1a acetylation. U2OS PGC1a acetylation, AlphaScreen anti-acetyl-lysine; with virally co-expressed GCN5 acetyltransferase. inhibition, % at 15.6 µM. AID 651687. 350,000 compounds, 0.17% hits;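 active means every replicate shows inhibition of at least 40%; inconclusive means mean inhibition at least 40% but some replicate below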;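 further: 0% = neutral control wells and 100% = positive control wells; some results beyond the cut were filed as inactive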
C2C12 statin – suppression of simvastatin myotoxicity; rescue of ATP level, % at 7.49 µM; C2C12 myotubes + simvastatin, ATP luminescence, 48 h; scaled: DMSO 0, geranylgeraniol control 100; 330,000 compounds, 0.78% hits;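 active means mean ATP rescue above about 67%, or every replicate alone reaching that limit, limit read from the data, passing the limit was not always enough; inconclusive means no clear call, values can overlap the other calls; inactive means mean under the limit and some replicate under it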;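 further: myotubes were challenged with 10 µM simvastatin during compound exposure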
Active calls of the source: *; ? = inconclusive. These rows are one share of the data; count on the stated rates, not on these rows.

A first look (three entries):
SMILES	PGC1a acetyl inh	C2C12 statin
Brc1c(CSc2nnc(-c3ccco3)o2)nc2ccccn12	8	-6
O=C(Nc1nn[nH]n1)c1cccc(Oc2ccccc2)c1	-29	2
COc1cc(C2C(C(C)=O)=C(O)C(=O)N2CCc2ccc(OC)c(OC)c2)ccc1O (centres undefined)	4	-3

The whole of this part, from the start:
SMILES	PGC1a acetyl inh	C2C12 statin
Brc1c(CSc2nnc(-c3ccco3)o2)nc2ccccn12	8	-6
O=C(Nc1nn[nH]n1)c1cccc(Oc2ccccc2)c1	-29	2
COc1cc(C2C(C(C)=O)=C(O)C(=O)N2CCc2ccc(OC)c(OC)c2)ccc1O (centres undefined)	4	-3
CCCS(=O)(=O)N1CCC(C(=O)NCCCOC)CC1	-2	1
COc1cccc(Nc2nc(NCCO)c3ccccc3n2)c1	8	-2
O=C(CSCc1cccc(CSCC(=O)Nc2ccccc2)n1)Nc1ccccc1	-13	-8
CC(=O)c1c(C)[nH]c(C(=O)CSc2nc3ccccc3n2C)c1C	-6	-10
O=C(OCc1cc2ccccc2[nH]c1=O)c1ccncc1	-5	-3
Cc1ccc(S(=O)(=O)c2nc(S(C)(=O)=O)sc2NCC2CCCO2)cc1 (centres undefined)	-8	4
COc1cccc(OCCCN2CCN(S(=O)(=O)c3ccc(NC(C)=O)cc3)CC2)c1	0	-37
C1CCN(c2c3c(nc4nnnn24)CCCC3)CC1	-10	58
Cc1ccccc1-c1nnc(SCC(=O)NC2CCCCC2)o1	-5	78*
O=C(Nc1ccccc1)c1ccc2c(c1)OCCO2	-36	-14
O=C(Nc1ccc(NC(=O)c2ccco2)cc1)c1cnccn1	-10	-11
Cc1nnc(SCC(=O)Nc2ccc3c(c2)OCCO3)s1	10	8
COc1cc(NC(=O)c2ccc(C)cc2)c(OC)cc1NC(=O)CN1CCOCC1	1	-35
Cc1cccc(Nc2nc3c(c(=O)n(C)c(=O)n3C)n2Cc2ccccc2)c1	-2	23
CC1CN(c2nn3c(=O)c4ccccc4nc3c3ccccc23)CC(C)O1 (centres undefined)	10	12
O=C(NCc1ccncc1)c1c(F)c(F)c(F)c(F)c1F	10	-8
CC(NC(=O)OC1CCCCC1)N1C(=O)C2C3C=CC(C3)C2C1=O (centres undefined)	-1	3

Quoted from the results shown, 2 compounds:
SMILES	PGC1a acetyl inh	C2C12 statin
Cc1ccccc1-c1nnc(SCC(=O)NC2CCCCC2)o1	-5	78*
O=C(Nc1ccccc1)c1ccc2c(c1)OCCO2	-36	-14

Continuation:
SMILES	PGC1a acetyl inh	C2C12 statin
COC(=O)C1=CN(C(C)C)C=C(C(=O)OC)C1c1cccc(OC)c1	-22	28
CCC(C)NC(=O)c1ccccc1C(=O)NC(C)CC (centres undefined)	17	-21
COc1ccc(C(=O)CSc2nnc(CNC(=O)c3ccc(OC)c(OC)c3)n2C)cc1	0	-3
Cc1ccc(S(=O)(=O)N(C)CC(=O)O/N=C(\N)c2ccccn2)cc1	-7	7
C=CCSC(=C(C#N)C#N)c1cc2c([nH]1)CCCC2	-16	27
O=C(Nc1ccc2c(c1)OCO2)Nc1cnccn1	1	-1
Cc1ccc(NC(=O)COc2ccc(/C=C3/SC(=Nc4ccccc4)N(Cc4cccnc4)C3=O)cc2)cc1	-1	80*
C=CCc1c(C)c(C#N)c2nc3ccccc3n2c1NCCN(C)C	-9	3
Cc1cc(Cl)ccc1OCC(=O)N1C(C)CCCC1C (centres undefined)	-19	-2
COc1ccccc1N1CCN(C2=NS(=O)(=O)c3ccccc32)CC1	5	-6
COc1ccc(C(=O)N(CCCO)Cc2cc3c(C)ccc(C)c3[nH]c2=O)cc1OC	16	19
CCCCCCCOC(=O)c1ccc(OC(=O)c2cccnc2)cc1	1	14
CC(SCc1cn2cc(Cl)ccc2n1)C(=O)O (centres undefined)	4	108*
O=C(NCc1ccccc1)C(c1ccncc1)N(C(=O)c1csnn1)C1CC1 (centres undefined)	5	4
CCOc1c(Cl)cc(C(=O)NCCN2CCCCC2)cc1Cl	-3	-48
COC(=O)CSc1cc(SCC(=O)OC)c(C#N)c(SCC(=O)OC)c1	-7	-10
O=C(CCSc1ccccc1)Nc1ccc(OCc2ccccc2)cc1	-16	8
Cc1n[nH]c(=O)nc1N1CCc2ccccc2C1	5	0
COc1cccc(N2C(=O)CC(N3CCN(S(=O)(=O)c4ccccc4)CC3)C2=O)c1 (centres undefined)	3	-9
CCc1ccc(OCCNC(=O)c2ccc(S(=O)(=O)N(C)C)cc2)cc1	-1	4

New compounds follow
SMILES	PGC1a acetyl inh	C2C12 statin
COC(=O)c1sccc1NC(=O)c1cc(-c2cccc(C)c2)nc2ccccc12	-15	-15
COc1ccccc1NC(=O)C(C)NS(=O)(=O)c1ccccc1 (centres undefined)	12	1
COC(=O)CN1C(=O)C(O)(CC(=O)c2ccc(C)o2)c2ccccc21 (centres undefined)	14	-2
O=C(Nc1ccccc1C(=O)N1CCCCCC1)c1cccc(S(=O)(=O)N2CCOCC2)c1	4	6
COc1ccc(C)cc1NC(=O)CSc1nnc(COc2ccc(Cl)cc2)n1Cc1ccco1	-5	1
COC(=O)C(O)(CC(=O)Nc1ccc(OC(F)(F)F)cc1)C(F)(F)F (centres undefined)	-3	-3
NCCCCCNC(=O)/C=N\O	8	6
CC(C)(C)n1nnnc1C(c1cccnc1)N1CCN(c2ccccc2F)CC1 (centres undefined)	0	120*
O=C(CCS(=O)(=O)c1ccc(Br)s1)NC1CCCCCC1	3	-4
Cc1onc(-c2c(F)cccc2Cl)c1C(=O)N1CCc2ccccc2C1	-16	0
O=C(NCC1CCCCC1)c1ccco1	-2	18
COc1ccccc1CN1CCN(C(=O)c2ccncc2)CC1	-6	-2
c1cncc(-c2nnc(-c3cccs3)o2)c1	-5	-7
Cc1ccccc1Cn1c2ccccc2c2cn[nH]c(=O)c21	-14	59
CCOc1ccc(C2Nc3ccc4ccccc4c3-c3c2c(=O)oc2ccccc32)cc1 (centres undefined)	-22	-94
COCC(=O)Nc1ccc(N(C)C)cc1	7	-7
CCC(C(=O)Nc1cnccn1)c1ccccc1 (centres undefined)	7	-6
O=C(N/N=C/c1ccc(Cl)cc1)c1sccc1OCc1ccc(F)cc1	-35	-114
CCOc1ccc2c(=O)c(Oc3ccccc3)c(C)oc2c1	-11	4
O=C(CCSCCC(=O)N1CCCC1)N1CCCC1	-7	5

Next part:
SMILES	PGC1a acetyl inh	C2C12 statin
CC(=O)C1=C(O)C(=O)N(CCC(=O)O)C1c1cccc(F)c1 (centres undefined)	-4	3
O=C(Cn1cccc1C(=O)c1ccccc1)NCc1cccnc1	2	0
O=C(COc1ncnc2ccccc12)NCc1ccc2c(c1)OCO2	5	6
O=C(OCc1ccccc1)C1=[N+]([O-])OC(C(=O)OCc2ccccc2)C1c1c[nH]c2ccccc12 (centres undefined)	-27	3
COc1cnn(C(C)(C)C)c(=O)c1Cl	0	21
Cn1c(NC(=O)c2ccco2)c(-c2ccccc2)c(=O)c2ccccc21	-1	4
CCOc1ccc(NC(=O)N(C2CCCCCC2)C2CCN(C(C)=O)CC2)cc1	-5	-8
CC(=O)Nc1ccc2[nH]c3ccccc3c2c1	2	14
O=C(CC1C(=O)NCCN1C(=O)Nc1ccccc1)Nc1ccc2c(c1)OCO2 (centres undefined)	-6	6
Cc1cc(C(=O)O)ccc1-c1ccc(/C=C2\NC(=O)N(Cc3ccccc3Cl)C2=O)o1	-4	7
Cn1c(=O)c2c(nc(NCc3ccccc3)n2CCCc2ccccc2)n(C)c1=O	11	10
Cn1c(=O)c2c(ncn2CC(=O)N2CCOCC2)n(C)c1=O	-19	7
FC(F)(F)c1cccc(N2Cc3ccccc3C2)c1	0	4
CCOC(=O)C(C)n1cnc2c(cnn2-c2ccc(Cl)cc2)c1=O (centres undefined)	25	-3
COc1ccc(CCNC(=O)Cn2nnc(-c3ccc(N(C)C)cc3)n2)cc1OC	-2	-2
Nc1nonc1-c1noc(-c2ccccc2)n1	5	2
CCC(=O)NCCNC(=O)c1c(SC)nsc1SC	-11	7
COc1ccc(OC)c(NC(=O)c2ccc(NC(C)=O)cc2)c1	-9	-4
CC1Oc2ccccc2N(CC(=O)N(Cc2ccccc2)Cc2ccccn2)C1=O (centres undefined)	-11	3
CCCOn1nnnc1-c1ccccc1	-14	120*

The results go on.
Order of values: PGC1a acetyl inh, C2C12 statin
Cc1cc(NC(=O)c2cc(C)on2)no1
→ -2, 33
CC1=[N+]([O-])C(N2CCOCC2)C(O)(c2ccccc2)C1 (centres undefined)
→ 5, 1
COCCNC(=O)COC(=O)/C=C/c1c(C)nn(Cc2ccc(Cl)cc2Cl)c1Cl
→ 11, 44
CSc1nc(C)cc(OCCNS(=O)(=O)c2ccc(C)cc2)n1
→ 3, -3
COc1ccc2oc3ccc(OC)cc3c(=O)c2c1
→ -4, -2
CCCc1ccc(-c2cc(C(=O)NCCc3ccc(S(N)(=O)=O)cc3)c3ccccc3n2)cc1
→ 20, 53
O=C(Cn1nnc2ccccc21)C1CC1
→ 2, -6
Nc1ccc(C(=O)Nc2ccccc2C(=O)O)cc1
→ -11, 0
O=C(O)C1CCN(C(=O)NC2CCCCC2)CC1
→ -8, -6
Cc1nc(SCC#N)c2c(C)c(C)sc2n1
→ -5, 1
Cc1ccc2cc(CN(Cc3nnnn3Cc3ccco3)CC3CCCO3)c(=O)[nH]c2c1C (centres undefined)
→ 2, 17
c1ccc(Cc2nnc3sc(Nc4ccccc4)nn23)cc1
→ -14, 31
O=C(Nc1cccc(O)c1)c1ccc(Br)cc1
→ -2, 0
CC(OC(=O)c1ccncc1)C(=O)Nc1cccc(Cl)c1 (centres undefined)
→ 1, 27
Cc1cnc(NC(=O)C2CCCC2)s1
→ 13, 6
COc1cccc(NC(=O)CCNC(=O)Cn2ccc3ccccc3c2=O)c1
→ 10, 18
O=C(Nc1ccc(Cl)cc1)OCc1cc(-c2ccccc2)on1
→ -24, -15
CCCCNC(=O)c1cc2c(=O)n3cccc(C)c3nc2n(CCN2CCOCC2)c1=N
→ 8, -23
COc1cccc(-c2nnc(SCCOc3ccc4c(C)cc(=O)oc4c3)o2)c1
→ 3, 1
O=C1C=C(NCC2CCCO2)CC(c2ccccc2)C1 (centres undefined)
→ -1, ?

Six compounds picked at random from the list so far, as already listed:
Order of values: PGC1a acetyl inh, C2C12 statin
O=C(Cn1nnc2ccccc21)C1CC1
→ 2, -6
Cc1cc(NC(=O)c2cc(C)on2)no1
→ -2, 33
COc1ccc2oc3ccc(OC)cc3c(=O)c2c1
→ -4, -2
O=C(O)C1CCN(C(=O)NC2CCCCC2)CC1
→ -8, -6
COc1cccc(NC(=O)CCNC(=O)Cn2ccc3ccccc3c2=O)c1
→ 10, 18
CCCc1ccc(-c2cc(C(=O)NCCc3ccc(S(N)(=O)=O)cc3)c3ccccc3n2)cc1
→ 20, 53

Carrying on:
Order of values: PGC1a acetyl inh, C2C12 statin
CC(CCc1ccccc1)NC(=O)COC(=O)C1=COCCO1 (centres undefined)
→ 2, 11
C=CCN1C(=O)C2(NNc3ccccc3O2)c2ccccc21 (centres undefined)
→ 9, 12
Cc1ccc(S(=O)(=O)n2nc(OC(=O)c3ccco3)cc2N)cc1
→ 1, -8
O=C(NC(NCC1CCCO1)C(Cl)(Cl)Cl)c1cccc2ccccc12 (centres undefined)
→ -10, 11
O=C(/C=C/c1ccccc1)NC(NC(=S)Nc1ccc(Cl)cc1Cl)C(Cl)(Cl)Cl (centres undefined)
→ -16, -70
Cc1ccccc1-n1c(SCc2cc(=O)n3ccccc3n2)nc2[nH]ncc2c1=O
→ -7, 10
Cc1ccc(C(=O)NCCNC(=O)CN2CCOCC2)cc1
→ 4, 0
O=C(CSc1nnc(CCc2nc3ccccc3[nH]2)n1-c1ccccc1)NCc1ccccc1
→ -2, 0
Cc1ccc(-c2n[nH]c(=S)n2C)cc1
→ -7, 17
Cc1ccc(S(=O)(=O)Nc2nc(C)c(NC(=O)OCCCl)s2)cc1
→ 2, -12
O=C(NCc1cccs1)C1CC(=O)N(c2ccc(F)cc2)C1 (centres undefined)
→ -4, 0
CCOC(=O)c1cc(-c2ccccc2)sc1NC(=O)C(C)(C)C
→ 7, 6
CCN(CC)S(=O)(=O)c1ccc(OC)c(NC(=O)c2cccc([N+](=O)[O-])c2C)c1
→ 3, -7
O=C(Nc1ccccc1-c1ccccc1NC(=O)c1ccco1)c1ccco1
→ 3, 12
COCCn1c(SCC(=O)N2CCCc3ccccc32)nnc1-c1ccco1
→ -4, -5
O=C(NCCCN1CCOCC1)c1ccc(CNS(=O)(=O)c2ccc(F)cc2)cc1
→ 11, 0
O=C(c1ccc2c3c(cccc13)C(=O)N(O)C2=O)N1CCCCC1
→ -13, -10
CCn1c(SCC(N)=O)nnc1-c1ccco1
→ -1, -8
Cc1cc(=O)oc2n[nH]c(-c3ccccc3)c12
→ 6, 10
COc1ccc(S(=O)(=O)N(CCc2ccccc2)CC(=O)NCCCO)cc1
→ -10, 5

More results.
Order of values: PGC1a acetyl inh, C2C12 statin
O=C(Nc1cnc2sc3c(n2c1=O)CCCC3)c1ccc(F)cc1
→ -9, -8
COc1ccc2c(c1)SCCC2=O
→ -6, 18
COc1ccc(S(=O)(=O)N2CCC(C(=O)NCc3ccccn3)CC2)cc1Cl
→ 5, -10
Cc1nc2ccc(NC(=O)c3sccc3C)cc2s1
→ 3, -13
CC1(C)Cc2ccccc2C(N/N=C/c2cccc(F)c2)=N1
→ -1, 3
COC(=O)C1CCN(C(=O)COC(=O)CC(NC(C)=O)c2ccccc2)CC1 (centres undefined)
→ 4, -2
CC1=C(C(=O)Nc2ccccc2)C(c2ccc(C)o2)n2c(s/c(=C/c3ccccc3)c2=O)=N1 (centres undefined)
→ -5, 24
COC(=O)C1=CN(C(C)C)C=C(C(=O)OC)C1c1cc(Br)c(OC)c(OC)c1
→ -29, 29
